MEKK2 mut-MEK5: signal of MEK5 binding to mutant human MEKK2 PB1 domain | bead flow cytometry, Alexa488-MEK5 binding to MEKK2 mutant | percent response, % at 10 µM | actives 0.35% (n = 290,000); in the data active = percent response above about 24%, passing the limit was not always enough; note: inactives centre near 1; some results filed as inactive read as strong as hits
CRFR2-BP antag: antagonists of CRF-binding protein/CRF-R2 receptor complex; inhibition, % at 11.8 µM; actives 0.59% (n = 350,000); HEK293 CRF-R2/CRF-BP, CRF-induced calcium fluorescence;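 active = inhibition of the ligand-induced calcium signal above about 50% at the single tested concentration, limit read from the data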
GalR3 antagonist: human GalR3 antagonism | HEK293 GalR3-CNG cAMP membrane potential fluorescence; galR3 body fused to GalR1 C-terminus | inhibition, % at 3 µM | actives 0.44% (n = 360,000) | AID 651719;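 active = inhibition above the screen-wide average plus 3 SD, cut at about 13% in these data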;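 note: forskolin and galanin both at EC90 stimulate the cells; cAMP rise reported by CNG channel membrane potential dye signal; 0% = forskolin plus galanin with DMSO and 100% = forskolin alone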
Target sequence (O60755 1-299 limits assumed): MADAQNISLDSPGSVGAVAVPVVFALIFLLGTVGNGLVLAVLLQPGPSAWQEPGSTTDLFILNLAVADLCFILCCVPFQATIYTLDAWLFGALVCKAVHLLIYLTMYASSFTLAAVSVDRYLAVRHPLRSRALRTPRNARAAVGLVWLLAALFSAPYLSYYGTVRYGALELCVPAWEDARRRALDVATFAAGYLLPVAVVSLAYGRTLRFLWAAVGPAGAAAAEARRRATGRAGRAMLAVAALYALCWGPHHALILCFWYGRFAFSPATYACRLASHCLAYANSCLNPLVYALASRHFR
NS3 helicase inh: inhibitors of Hepatitis C virus NS3 helicase. NS3 helicase DNA unwinding, Cy5 molecular beacon fluorescence. inhibition, % at 10.9 µM. actives 0.56% (n = 290,000). AID 1800;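 active = inhibition above the mean of all tested compounds plus 3 SD, set per campaign, cut at about 35% in these data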;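 note: 0% = DMSO wells and 100% = thioflavine S control wells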
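Measured by: Cy5 fluorescence, 0 and 60 min reads / Assay system: NS3 helicase fragment of HCV / Control set: low DMSO, high thioflavine S at 110 µM / Times: 1 h reaction at 25 °C, ATP-initiated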
CRFR2-BP ag: CRF-BP/CRF-R2 complex agonism. actives 0.46% (n = 350,000). activation, % at 13.2 µM. HEK293 CRF-R2/CRF-BP, calcium dye fluorescence (FLIPR); percent of saturating CRF peptide response;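 active = activation of at least 50%, plus an integration ratio under a set limit after plate pattern correction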;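 note: plate controls were neutral control wells without compound for no effect and CRF at EC100 for full effect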
SUMO HTRF inh: blocks human SUMOylation mediated by UBC9; HTRF SUMOylation assay, SAE1/SAE2 + UBC9, in vitro; inhibition, % at 35 µM; actives 0.36% (n = 290,000); AID 2006; in the data active = inhibition above about 50%, passing the limit was not always enough; note: strong numbers were not always called active
Target sequence (P63279 whole entry, looked up): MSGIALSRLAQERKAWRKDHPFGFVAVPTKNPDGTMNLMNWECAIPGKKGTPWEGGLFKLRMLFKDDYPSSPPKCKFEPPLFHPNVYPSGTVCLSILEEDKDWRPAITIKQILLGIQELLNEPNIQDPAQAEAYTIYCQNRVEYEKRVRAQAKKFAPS
FID counter: displaces DNA intercalator in HCV helicase counter-screen; DNA fluorescent intercalator displacement, fluorescence; inhibition, % at 7.9 µM; actives 0.17% (n = 290,000); AID 1845; in the data active = inhibition above about 37%;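 note: 0% = vehicle and 100% = reference compound; higher means more ethidium bromide displaced from hairpin DNA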
MEKK2 WT-MEK5: raises or lowers MEK5 binding to wildtype human MEKK2 PB1 domain; Q9Y2U5; bead flow cytometry, Alexa488-MEK5 binding to MEKK2 WT; actives lie on both sides; binding response (% of control), % at 10 µM; actives 1.1% (n = 290,000); AID 1531; in the data active = binding response below about 67% or above about 130%
MEKK3 PB1 HTS: raises or lowers MEK5 binding to the human MEKK3 PB1 domain; Q99759; actives 1.4% (n = 290,000); binding response (% of control), % at 10 µM; bead-based flow cytometry, Alexa488-MEK5 binding to MEKK3; actives lie on both sides; 0 = blocked by unlabeled MEK5, 100 = vehicle;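 active = binding response more than 3 SD above or below the average of its plate-row segment, actives on both sides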;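 note: Alexa488 bead fluorescence after subtracting the streptavidin-only scavenger bead signal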
* = called active by the depositor; nt = not tested or not shown.

SMILES	MEKK2 mut-MEK5	CRFR2-BP antag	GalR3 antagonist	NS3 helicase inh	CRFR2-BP ag	SUMO HTRF inh	FID counter	MEKK2 WT-MEK5	MEKK3 PB1 HTS
COCCn1nnnc1C(c1cccs1)N1CCN(c2cc(C)ccc2C)CC1 (centres undefined)	-6.0	3.1	-6.7	-10.8	-1.7	-19.2	-26.8	87.0	84.0
Cc1ccc2[nH]c(=O)c(CNC(C)C)cc2c1	2.0	1.9	-3.6	7.6	1.0	-5.5	-0.2	102.0	100.0
COc1ccccc1N1CCN(C(=O)CN(CCc2ccccc2)S(C)(=O)=O)CC1	-1.0	6.6	-11.3	-3.8	-1.0	25.7	-36.5	100.0	102.0
COc1cccc(OC)c1C(=O)Nc1cccc(C(C)=O)c1	4.0	-3.8	6.0	-0.5	-1.0	1.8	0.5	103.0	114.0
Cc1ccc(C(=O)Nc2cnc3ccccn3c2=O)cc1	-3.0	17.7	-6.5	1.7	-1.3	22.2	-1.2	96.0	102.0
O=C(O)c1cccc(Nc2c([N+](=O)[O-])c(=O)oc3ccccc23)c1	-2.0	10.2	-0.4	2.2	-0.6	15.4	0.6	98.0	101.0
O=C(Nc1ccc(C(=O)O)cc1)/C(=C/c1cccc(Br)c1)NC(=O)c1ccco1	-2.0	15.3	4.7	-3.6	-1.8	1.2	-10.9	100.0	98.0
CN(C)CCN(C(=O)c1ccc(S(=O)(=O)N(C)C)cc1)c1nc2cc3c(cc2s1)OCCO3	9.0	-7.9	-4.2	0.7	0.8	-2.2	3.7	110.0	101.0
COc1ccc(-c2cc(-c3nnc(COC(=O)c4ccc(O)cc4)o3)c3ccccc3n2)cc1OC	-1.0	-23.5	-2.1	-10.2	4.6	15.9	-12.6	96.0	104.0
O=C(Nc1nc2ccc(Cl)cc2s1)c1ccc(Br)o1	-5.0	8.8	-4.1	3.9	-1.5	-11.0	0.1	98.0	99.0
CCCn1c2c(c(=N)c3c1CCC3)CCCC2	-3.0	-4.8	-2.6	-2.1	7.7	10.0	3.1	90.0	85.0
CCOC(=O)c1nnn(-c2nc(OC)nc(N(C)C)n2)c1-c1ccccc1	1.0	-0.2	-2.5	39.7*	-1.2	3.7	-21.8	100.0	102.0
CCOc1ccc2sc(NS(=O)(=O)c3ccc(OC)c(OC)c3)nc2c1	1.0	4.8	-2.1	7.0	0.1	1.1	-33.7	98.0	96.0
COc1ccc(-c2noc(CNS(=O)(=O)c3ccccc3)n2)cc1	2.0	-9.8	-1.0	-1.9	0.3	5.5	-13.3	99.0	99.0
CCc1cccc2c(C(=O)Cn3nnc(-c4ccc(OC)c(OC)c4)n3)c[nH]c12	nt	-1.4	-1.9	-20.1	5.8	17.5	-13.4	nt	nt
CC(=O)CC(=O)Nc1ccn(-c2ccccc2)n1	-7.0	-16.0	-2.7	14.9	0.0	8.3	-13.4	86.0	78.0
O=C(OCc1ccc(Br)cc1)c1cccnc1Cl	2.0	12.9	-9.8	-13.0	-0.1	6.3	-13.7	106.0	104.0
CCCCc1nnc(NC(=O)C2CC(=O)N(c3ccc4c(c3)OCCO4)C2)s1 (centres undefined)	19.0	11.7	-4.2	-5.6	1.0	7.1	-0.8	115.0	97.0
COc1cc(C(=O)OCc2cc(=O)oc3c(C)c(C)ccc23)ccc1OC(F)F	-2.0	10.7	-9.0	1.0	-0.3	-4.1	-3.5	94.0	99.0
COCCNC(=O)CC(NS(=O)(=O)c1ccc(NC(C)=O)cc1)C(C)C (centres undefined)	9.0	-25.0	1.1	-6.2	1.9	-6.1	4.2	105.0	101.0
COc1ccc(-c2noc(N3CCC(C(=O)NCc4ccc(Cl)cc4)CC3)n2)cc1	2.0	-17.9	nt	-11.1	0.8	1.8	-21.7	102.0	98.0
CCOC(=O)CSc1nc2ccsc2c(=O)n1C1CCN(C(=O)OCC)CC1	4.0	-8.4	nt	-8.0	-2.7	6.3	-26.8	104.0	104.0
COc1ccccc1-c1c(-c2ccc(OCC(=O)NN)cc2O)n[nH]c1C(F)(F)F	-3.0	-1.5	-1.2	-13.7	0.0	-4.6	-16.5	87.0	87.0
COC(=O)[C@@H](NC(=O)Nc1cc(Cl)ccc1C)C(C)C	4.0	-7.1	-6.0	-6.9	-0.3	-6.2	-0.1	102.0	100.0
N#C/C(=C\c1cccnc1)C(=O)Nc1ccc(S(N)(=O)=O)cc1	3.0	-6.8	6.3	5.4	-0.2	5.7	-2.0	100.0	100.0
O=C(CCSc1ccccc1)NCc1cccnc1	-1.0	28.3	-0.8	-9.4	-1.2	6.3	-9.8	96.0	82.0
CCC(CC)c1nnc(NC(=O)CN2C(=O)NC3(CCCC3)C2=O)s1	7.0	-3.2	-1.1	-1.8	-0.2	8.1	-28.1	104.0	101.0
Cc1ccc2nc(SCC(=O)Nc3nnc(SCC(N)=O)s3)[nH]c2c1	-5.0	-0.7	-7.2	4.8	0.4	-5.5	-6.3	94.0	86.0
COC(=O)Cn1c(=NC(=O)c2ccc(OC)c(OC)c2)sc2cc(OC)ccc21	-2.0	-52.7	0.2	-3.3	1.5	-15.2	-2.6	101.0	106.0
CCOC(=O)C1=C(C)N(Cc2ccc(C(=O)O)cc2)C(=O)NC1c1ccc([N+](=O)[O-])cc1 (centres undefined)	-3.0	0.4	-1.5	-0.9	-1.0	-25.7	-27.6	98.0	95.0
Cc1cc(C(=O)N/N=C/c2ccc(C)o2)c2ccccc2n1	-2.0	36.8	-10.7	0.6	0.7	14.3	0.3	94.0	99.0
Cc1cc(=O)c(C(=O)O)nn1-c1ccccc1	-1.0	22.9	-2.3	-4.4	0.2	-5.5	1.8	105.0	105.0
CC[C@@H](C)CN1C(=O)N[C@@H](CCc2ccccc2)C(C(C)=O)=C1C	-7.0	-0.8	-3.8	nt	0.2	28.4	nt	93.0	96.0
CCOC(=O)/C(C#N)=C/c1c(N2CCN(c3ccccc3)CC2)nc2ccccn2c1=O	-1.0	-3.2	-12.6	-4.2	-2.1	18.9	-17.6	105.0	109.0
COC(=O)C1=C(C)N(C)C(=O)NC1c1cc2c(cc1Br)OCO2 (centres undefined)	0.0	-1.9	-2.7	-3.7	-4.1	-2.4	-12.7	98.0	98.0
COc1cccc(CN2CCN(C(=O)CCc3nnc(C4CCCCC4)o3)CC2=O)c1	1.0	8.6	-2.8	6.8	-0.9	12.6	-36.6	101.0	101.0

One compound at a time, as listed above:
Cc1cc(=O)c(C(=O)O)nn1-c1ccccc1 is entered as MEKK2 mut-MEK5: -1.0; CRFR2-BP antag: 22.9; GalR3 antagonist: -2.3; NS3 helicase inh: -4.4; CRFR2-BP ag: 0.2; SUMO HTRF inh: -5.5; FID counter: 1.8; MEKK2 WT-MEK5: 105.0; MEKK3 PB1 HTS: 105.0
CCOC(=O)C1=C(C)N(Cc2ccc(C(=O)O)cc2)C(=O)NC1c1ccc([N+](=O)[O-])cc1 (centres undefined) is entered as MEKK2 mut-MEK5: -3.0; CRFR2-BP antag: 0.4; GalR3 antagonist: -1.5; NS3 helicase inh: -0.9; CRFR2-BP ag: -1.0; SUMO HTRF inh: -25.7; FID counter: -27.6; MEKK2 WT-MEK5: 98.0; MEKK3 PB1 HTS: 95.0

More entries follow.
SMILES	MEKK2 mut-MEK5	CRFR2-BP antag	GalR3 antagonist	NS3 helicase inh	CRFR2-BP ag	SUMO HTRF inh	FID counter	MEKK2 WT-MEK5	MEKK3 PB1 HTS
N#C/C(=C\c1cccnc1)C(=O)Nc1ccccc1	-1.0	-11.2	-10.4	-2.4	0.7	6.5	-1.8	101.0	103.0
CCOC(=O)c1oc2ccccc2c1COC(=O)CNC(=O)c1cccc(C)c1	5.0	-3.6	1.8	3.0	-1.4	-23.9	-12.2	105.0	103.0
CCOc1ccc(NC2=C(OC)C(=O)c3ccccc3C2=O)cc1	-3.0	19.3	3.5	19.7	-3.7	56.6*	5.4	96.0	100.0
CCOc1cccc(C=Nc2cc(C)cc(C)c2O)c1O	2.0	-18.4	-8.0	9.6	4.0	5.8	3.1	100.0	106.0
COc1cc(Oc2nc(C(F)(F)F)nc3ccccc23)ccc1C=O	-4.0	9.5	-12.3	-18.8	-0.9	-2.0	-2.1	92.0	97.0
CC(C)CC(=O)NCCCCc1ccccc1	3.0	-0.7	-2.6	3.9	-2.3	21.4	-0.2	100.0	120.0
CCN(CC)CCNc1ccc(CO)c2sc3ccccc3c(=O)c12	8.0	-4.1	nt	11.2	3.5	2.0	18.7	103.0	91.0
O=C(Nc1ccccc1C(=O)NC(Cc1ccc(O)cc1)C(=O)O)c1ccccc1 (centres undefined)	9.0	-9.7	4.5	5.7	-2.0	11.8	-19.7	103.0	104.0
C=CCn1c(CNS(=O)(=O)c2ccc(Br)cc2)n[nH]c1=S	-5.0	6.6	-3.5	1.7	-2.5	10.8	-12.1	92.0	98.0
O=C(Nc1cccc(Cl)c1)N1N=CCC1c1ccccc1 (centres undefined)	-24.0	0.8	-4.6	-8.5	-0.2	4.8	-9.2	94.0	89.0
O=C(O)CC(C(=O)N(c1ccccc1)c1ccccc1)N1CCOCC1 (centres undefined)	-3.0	4.2	-1.2	-1.7	0.6	8.9	-4.8	100.0	104.0
Cc1ccc(Oc2cc(N3CCOCC3)nc(-c3ccccc3)n2)cc1	2.0	-30.0	-3.1	7.7	5.9	9.0	0.7	101.0	106.0
CC(=O)NCc1ccc(S(=O)(=O)NC(C)CCc2ccccc2)cc1 (centres undefined)	0.0	-0.2	-8.3	7.7	0.2	4.2	-17.8	98.0	101.0
Cc1ccc(C(=O)Nc2sc3c(c2C(=O)O)CCCC3)o1	8.0	14.4	-4.4	32.4	-0.5	1.5	-21.1	106.0	103.0
CCC1C/C(=C\c2cccnc2)C(=O)/C(=C/c2cccnc2)C1 (centres undefined)	-2.0	-49.2	-4.7	-0.1	-1.1	8.4	-29.0	103.0	101.0
CC(=O)c1ccc(S(=O)(=O)N(C)CCCC(=O)N(C)Cc2c(F)cccc2Cl)cc1	-2.0	8.1	-4.8	-4.5	-1.6	4.9	-44.9	101.0	102.0
COc1ccc(-n2c(=S)[nH]c3cc(C(=O)NCc4cccnc4)ccc3c2=O)c(OC)c1	4.0	5.0	-7.7	-5.1	-0.1	-0.9	-16.1	103.0	103.0
COc1ccc(N2C(=O)CC(Cc3ccc(Br)cc3)C2=O)cc1 (centres undefined)	8.0	4.3	-11.4	10.0	-1.8	5.3	-16.3	104.0	104.0
O=C(c1cccnc1)N1CCN(S(=O)(=O)c2cccs2)CC1	3.0	1.3	-1.1	6.1	-1.0	-2.0	0.2	104.0	99.0
CCOC(=O)C1CCN(c2c(-c3ccccc3)c3cc(Cl)ccc3[nH]c2=O)CC1	0.0	-19.6	-2.5	2.3	4.2	-5.7	-10.1	108.0	103.0
O=C(CSc1ccccc1)N1CCCC(Nc2ccccc2)C1 (centres undefined)	7.0	7.7	3.0	0.2	1.0	-6.5	-33.4	104.0	104.0
CCn1cc(C(=O)NCCc2ccccc2C)c(=O)c2ccc(C)nc21	11.0	-3.1	-8.8	-7.8	-1.3	1.5	-33.5	111.0	105.0
COc1ccc(C(=O)O)cc1S(=O)(=O)N(CCc1ccccc1)Cc1ccccc1	1.0	1.2	-4.8	5.8	3.2	12.3	-32.2	93.0	97.0

Assay outcomes from PubChem BioAssay.

The list is partial. The share of hits here may be higher or lower than overall.
